FN deposition inh = fibronectin deposition inhibition. inhibition, % at 12.6 µM. AH1F fibroblasts, Alexa488-fibronectin deposition fluorescence, overnight. 350,000 compounds, 0.086% hits. AID 743247;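 active = mean inhibition across replicates of 30% or more, regardless of how many single replicates reach that level; inconclusive = mean under 30% yet at least half of replicates reach 30%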;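 also: positive control wells lacked labelled fibronectin entirely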
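Assay system: AH1F fibroblasts / Quantity: 10000 cells per well / Medium: DMEM plus 2% serum, read in PBS / Reagent: labelled fibronectin 24 nM / Dosing: single dose, pinned / Times: 1 h cell attachment, overnight exposure to compound and label / Signal: fluorescence, ex 485 nm, em 525 nm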
S100A4 MyoIIA = inhibitors of human S100A4 binding to myosin IIA peptide | inhibition, % at 10.7 µM | AID 652163 | S100A4/TAMRA-MyoIIA peptide fluorescence polarization | 360,000 compounds, 0.14% hits;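 active = mean inhibition of at least 70% across replicates, with every replicate also reaching that level; inconclusive = mean inhibition reaches 70% but some replicates fall short; inactive = mean inhibition below 70%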
Target sequence (P26447 whole entry, looked up): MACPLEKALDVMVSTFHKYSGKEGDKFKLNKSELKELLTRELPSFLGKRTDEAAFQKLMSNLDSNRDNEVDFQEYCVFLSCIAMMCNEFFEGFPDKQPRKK
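Material: S100A4 monomer protein / Buffer or medium: 50 mM HEPES pH 7.2, 10 mM CaCl2, 100 mM KCl / Times: 5 min incubation before reading / Benchmarks: neutral control DMSO, positive control TFP / Reagent: labelled myosin peptide probe, 5 nM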
PGC1a acetyl inh = lowers PGC1a acetylation signal in U2OS cells | inhibition, % at 15.6 µM | 350,000 compounds, 0.17% hits | AID 651687 | AlphaScreen anti-acetyl-lysine; with virally co-expressed GCN5 acetyltransferase;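 active = every replicate shows inhibition of at least 40%; inconclusive = mean inhibition at least 40% but some replicate below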;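 also: 0% = neutral control wells and 100% = positive control wells; some results beyond the cut were filed as inactive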
LGR2 antag = Drosophila LGR2 receptor signaling inhibition. 380,000 compounds, 0.35% hits. inhibition, % at 9.99 µM. HEK293 LGR2, CRE-luciferase, bursicon-stimulated, 4 h;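 active = drop in luminescence signal, shown as inhibition above about 50% in the replicate tests, limit read from the data, passing the limit was not always enough; inconclusive = probably only some replicates passing the limit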;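 also: agonist challenge used bursicon conditioned medium at about half maximal strength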
PglD inh = blocks C. jejuni PglD acetyltransferase activity; AID 602405; purified PglD enzyme, DTNB colorimetric CoA detection; 360,000 compounds, 0.098% hits; inhibition, % at 12.5 µM; in the data active = inhibition above about 16%, passing the limit was not always enough; inconclusive = no clear call, values can overlap the other calls; also: strong numbers were not always called active
PAX8 reporter = PAX8 transcriptional activity inhibition. RMG-I TPO-luciferase reporter, SteadyGlo, 24 h. inhibition, % at 12.6 µM. 360,000 compounds, 1.2% hits. AID 652154;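 active = mean replicate inhibition at least 60% with every replicate also reaching 60%; inconclusive = only one of the two criteria is met; inactive = mean below 60% and not all replicates reaching 60%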;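 also: luciferase light reporting Pax8 driven TPO promoter activity; plate controls were median of neutral control wells for no effect and mitoxantrone controls for full effect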
ERAP1 HTS inh = blocks human ERAP1 aminopeptidase activity. Q9NZ08. recombinant ERAP1, Leu-AMC fluorescence, 60 min. inhibition, % at 10.7 µM. 340,000 compounds, 0.15% hits. AID 652197;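 active = mean replicate inhibition of at least 30%, or all replicates individually reaching that 30% level; inactive = mean below 30% and not every replicate reaching it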;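 also: 0% = neutral control wells and 100% = L-leucinethiol positive control wells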
Target sequence (Q9NZ08 whole entry, looked up): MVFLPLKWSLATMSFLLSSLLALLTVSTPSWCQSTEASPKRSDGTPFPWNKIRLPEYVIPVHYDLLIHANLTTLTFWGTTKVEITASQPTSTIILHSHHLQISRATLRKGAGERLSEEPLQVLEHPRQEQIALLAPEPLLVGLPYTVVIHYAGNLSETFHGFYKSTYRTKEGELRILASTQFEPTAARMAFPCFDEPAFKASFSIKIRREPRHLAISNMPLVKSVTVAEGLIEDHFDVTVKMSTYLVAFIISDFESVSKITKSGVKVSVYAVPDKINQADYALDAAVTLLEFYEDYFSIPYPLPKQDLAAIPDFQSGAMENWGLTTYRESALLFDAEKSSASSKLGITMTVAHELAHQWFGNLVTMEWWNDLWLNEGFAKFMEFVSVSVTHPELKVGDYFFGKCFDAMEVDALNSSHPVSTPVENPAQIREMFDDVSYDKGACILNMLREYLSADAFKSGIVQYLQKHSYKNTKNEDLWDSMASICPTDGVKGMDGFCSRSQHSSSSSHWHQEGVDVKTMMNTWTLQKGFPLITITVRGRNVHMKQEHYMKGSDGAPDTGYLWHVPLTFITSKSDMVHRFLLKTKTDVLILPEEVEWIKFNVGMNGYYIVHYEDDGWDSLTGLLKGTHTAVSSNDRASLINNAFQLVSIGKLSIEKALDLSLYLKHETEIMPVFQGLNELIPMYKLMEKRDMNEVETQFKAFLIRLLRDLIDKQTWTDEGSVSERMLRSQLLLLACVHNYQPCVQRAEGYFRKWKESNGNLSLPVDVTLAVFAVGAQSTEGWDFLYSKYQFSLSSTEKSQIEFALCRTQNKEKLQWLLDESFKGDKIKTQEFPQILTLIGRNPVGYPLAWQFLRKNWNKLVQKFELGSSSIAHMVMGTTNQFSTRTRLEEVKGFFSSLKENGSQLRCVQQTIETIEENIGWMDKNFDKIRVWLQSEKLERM
EWS-Fli inh = EWS/Fli transcriptional activity inhibition | A673 NR0B1-luciferase reporter, viability-normalised | inhibition, % at 12.6 µM | 350,000 compounds, 0.67% hits | AID 651661;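 active = mean inhibition of at least 50% after viability correction, with every replicate also passing that limit; inconclusive = mean reaches 50% but only one of two replicates passes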;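 also: firefly luciferase signal divided by Alamar Blue viability fluorescence both relative to DMSO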
* hit, by the source's call; ? = inconclusive; · = not tested or not shown; & = joins results of further samples.

SMILES	FN deposition inh	S100A4 MyoIIA	PGC1a acetyl inh	LGR2 antag	PglD inh	PAX8 reporter	ERAP1 HTS inh	EWS-Fli inh
COc1ccc(-c2nn(CCC#N)cc2C(=O)Nc2ccccc2Cl)cc1	6	0	-12	-8	-7	16	1	-3
Cc1c(C(=O)Nc2ccccc2)c2cc(O)ccc2n1Cc1ccccc1	-15	1	-16	-17	2	20	2	-4
COC(=O)C1=C(c2ccc(OC(F)(F)F)cc2)C[C@@H]2CC[C@H]1N2C(=O)N1CCCCC1	·	0	-11	·	0	14	0	27
N#Cc1cccc(-c2ccc([C@H]3[C@H](CO)N4CCCCN(C(=O)Cc5cccnc5)C[C@@H]34)cc2)c1	·	11	-2	-16	2	-15	-1	2
CC(=O)[C@@]1(O)CCC2C3CC=C4C[C@@H](O)CC[C@]4(C)C3CC[C@@]21C (stereo not given in full)	6	3	-2	-5	-2	-3	-1	-10
Cc1ccc(N2C(=O)NC(=O)/C(=C\c3cn(CC(=O)O)c4ccccc34)C2=O)cc1	5	?	11	-9	-6	-2	3	13
O=C(COC(=O)c1cccc(O)c1)Nc1ccc(Cl)cc1C(=O)c1ccccc1	2	-6	·	·	·	10	2	12
Cc1ccc2c(c1)C(c1ccccc1)=NCC(=O)N2C	5	-16	·	-6	·	12	-3	4
CC(NC1=NCCS1)c1ccccc1 (stereo not given)	3	-4	·	0	·	-21	·	-3
O=C(CCc1ccccc1)N1Cc2cc(-c3ccccc3)ccc2-n2nncc2C1	·	-8	-18	5	-1	21	8	13
O=C1NC(=O)N(c2ccccc2)C(=O)/C1=C\c1ccc([N+](=O)[O-])s1	5	-69	·	-17	·	4	4	-1
CSc1ccc(CN2CCN(C(=O)COc3ccc(C)cc3)CC2)cc1	-21	4	-16	28	·	20	6	4
O=P(NC(c1ccccc1)c1ccccc1)(Oc1ccccc1)Oc1ccccc1	-8	·	-13	7	·	-24	·	·
COC(=O)C1=C(c2ccc(-c3ccccc3)c(F)c2)C[C@@H]2CC[C@H]1N2C(=O)NCc1cccc2ccccc12	2	?	·	-3	-4	10	-2	-1
O=C1NCN(c2ccccc2)C12CCN(C(c1cccc3ccccc13)c1nnnn1-c1ccc3c(c1)OCCO3)CC2 (stereo not given)	·	9	-2	13	3	-24	·	0

2 records picked at random from the list so far, as already listed:
SMILES	FN deposition inh	S100A4 MyoIIA	PGC1a acetyl inh	LGR2 antag	PglD inh	PAX8 reporter	ERAP1 HTS inh	EWS-Fli inh
Cc1ccc2c(c1)C(c1ccccc1)=NCC(=O)N2C	5	-16	·	-6	·	12	-3	4
O=C1NC(=O)N(c2ccccc2)C(=O)/C1=C\c1ccc([N+](=O)[O-])s1	5	-69	·	-17	·	4	4	-1

Next entries follow:
SMILES	FN deposition inh	S100A4 MyoIIA	PGC1a acetyl inh	LGR2 antag	PglD inh	PAX8 reporter	ERAP1 HTS inh	EWS-Fli inh
CCC(=O)N1[C@@H]2Cn3c(ccc(-c4cccc(F)c4)c3=O)[C@H]1[C@@H](C(=O)OC)[C@@H]2CO	·	8	·	5	0	-3	0	0
O=C1COc2ccc(C(=O)COC(=O)Cc3ccccc3)cc2N1	3	7	2	6	2	-7	1	-7
CN(C)c1ccc(/C=C/[N+](=O)[O-])cc1	0	-2	·	·	·	-13	3	-1
CCN1[C@@H]2c3ccc(-c4cccc(C(=O)N(C)C)c4)c(=O)n3C[C@H]1[C@H](CO)[C@H]2C(=O)OC	·	63	·	0	-2	-13	-1	-2
COC(=O)C(O)(c1ccc(N(C)C)cc1)C(F)(F)F (stereo not given)	-6	2	12	5	-185	-5	-2	-8
COc1ccc2c(C)c(CCC(=O)N3C[C@H]4C[C@@H](C3)c3cccc(=O)n3C4)c(=O)oc2c1	·	-5	-3	-1	-1	·	0	-5
CN(C)CCN(CC1CCCN(Cc2ccccc2F)C1)C(=O)Cc1ccccc1F (stereo not given)	-8	-15	·	8	-7	7	-3	-3
COC(=O)c1ccc(N=C(c2ccccc2)c2c(O)n(C)c(=O)n(C)c2=O)cc1	6	-1	·	8	-5	10	3	3
COc1ccc(NC(=O)N2CCC3(CC2)OCCO3)cc1	-16	-1	·	-4	·	-12	1	-22
COC(=O)C1=C(c2ccc(OCc3ccccc3)cc2)C[C@@H]2CC[C@H]1N2C	·	0	·	1	-1	-33	-3	-1
O=C1CC(c2cccnc2)=NN1c1ccc(Cl)cc1Cl	7	-6	3	8	·	9	2	3
Clc1ccc(Cn2ccnc2)cn1	1	-3	1	-30	-4	-1	0	1
CC12CC[C@H]3[C@@H](CCC4(O)C[C@H](O)CCC34/C=N/NC(=O)c3ccccc3F)C1(O)CCC2C1=CC(=O)OC1 (stereo not given in full)	-9	-5	3	-6	1	-19	-3	-2
O=C1NCN(c2ccccc2)C12CCN(C(c1cc3ccccc3o1)c1nnnn1Cc1ccccc1)CC2 (stereo not given)	6	-4	-14	26	-4	16	·	-5
CN1CCN(c2ccc([N+](=O)[O-])c(NCC3CCCO3)c2)CC1 (stereo not given)	1	·	0	1	·	-3	·	-16
COc1ccccc1-n1c(-c2ccccc2F)nc2ccccc2c1=O	1	-3	·	·	·	-94	1	-3
CCn1c(=N)n(Cc2ccccc2F)c2ccccc21	-2	·	-1	7	-26	-19	·	·
C=Cc1cc(OC)c2c(c1)c(=O)oc1c2cc(OC)c2c(O)ccc(C3OC(C)C(O)C(C)(O)C3O)c21 (stereo not given)	-11	12	-1	·	·	89*	2	28
CCCCn1c(N)c(C(=O)NCc2cccs2)c2nc3ccccc3nc21	-13	·	-4	·	-2	5	·	·
OC[C@@H]1[C@@H]2c3ccccc3NC[C@@H]2N1Cc1cccnc1	14	-4	9	8	1	6	0	6
CCN1CCN(c2nc([N+](=O)[O-])nn2C)CC1	5	2	·	11	·	-14	0	-4
CS(=O)(=O)N1CCN(C(=N)N[N+](=O)[O-])CC1	-21	-31	-8	16	·	2	-2	-5
COc1ccc(NC2Oc3cc4c(cc3C(c3cc(OC)c(OC)c(OC)c3)C2C)OCO4)cc1 (stereo not given)	-15	-3	-11	-12	·	38	5	54*
N#Cc1ccc2nc(-c3ccc(CN4CCC(n5nnc6ccccc65)CC4)cc3)c(-c3ccccc3)nc2c1	0	-3	·	21	·	33	-5	29
CCCCn1c(O)c(C(CC)=NC(C)c2ccccc2)c(=O)[nH]c1=O (stereo not given)	·	-20	8	5	3	·	1	1
O=C(COc1ccc(Cl)cc1)N(c1ccc(Cl)cc1)C1CN2CCC1CC2 (stereo not given)	8	-5	-6	0	·	6	7	9
COc1cc(/C=N/NC(=O)CN2CC(c3ccccc3)CC2=O)ccc1OC(=O)N(C)C (stereo not given)	2	·	1	·	1	-4	·	·
CC(=O)C1=C(C)OC2=C(C(=O)CCC2)[C@@]12C(=O)N(C)c1ccccc12	5	-3	·	12	·	-9	-1	-8
Cn1cccc1CNCCc1ccc(F)cc1	4	-2	-4	6	1	·	-2	·
CCCC1(CC(C)C)C(=O)NC(=S)NC1=O	2	0	·	17	·	-4	0	-5
CSc1ncc(/C=C2/C(=O)NC(=O)N(c3ccc(C(C)C)cc3)C2=O)cn1	0	·	-4	9	13	-2	·	·
NP(=O)(OCCCc1ccccc1)Oc1ccccc1 (stereo not given)	-3	-9	-4	-35	-2	1	-1	8
Cc1cccc(S(=O)(=O)N2[C@@H]3c4ccc(-c5ccncc5)c(=O)n4C[C@H]2[C@H](CO)[C@H]3C(=O)O)c1	·	-38	·	-13	0	4	2	-1
N#C/C=C/C#N	·	-5	-10	-13	3	·	1	-3
COC(=O)[C@H]1[C@H](CO)[C@H]2Cn3c(ccc(C4=CCCCC4)c3=O)[C@@H]1N2CCc1ccccc1	·	-3	·	-7	0	11	1	1
CCOC(=O)C(O)(c1ccc(NC(=S)NC(=O)c2ccc(Cl)cc2Cl)c(C)c1)C(F)(F)F (stereo not given)	7	-4	3	9	1	8	1	12
Cc1nc2ccccc2c(=O)n1-c1nccs1	14	-1	·	-35	·	6	-2	-32
COc1ccc(-c2ccc([C@@H]3[C@H](CO)N4CCCCN(C(=O)Cc5ccncc5)C[C@@H]34)cc2)cc1	·	2	5	4	-1	-1	0	-9
O=C(N/N=C/c1c(O)n(-c2cccc3ccccc23)c(=O)[nH]c1=O)c1ccncc1	-2	-3	-8	-5	7	-1	8	-2
O=c1[nH]oc2c1CCNC2	-2	-3	·	·	-1	-5	2	-8
O=c1c2ccccc2[nH]c(=S)n1-c1cccc(C(F)(F)F)c1	4	-2	·	-6	0	3	2	11
Cc1ccccc1OP(=O)(Oc1ccccc1C)N1CCOCC1	-3	-4	·	7	·	2	-1	-10
COc1ccc(/C=C/C(=O)c2c(O)n(CCC3=CCCCC3)c(=O)[nH]c2=O)cc1OC	-1	4	4	-8	·	2	-3	7
Cc1c(P(=S)(c2ccccc2)c2ccccc2)[n+]2ccccc2n1C	1&5	1&-5	7	-2&6	3	41&39	-4&3	-9&-2
CN1CCN(c2ccc3c(c2)S(=O)(=O)c2ccccc2C3=O)CC1	-9	1	3	-108	-3	-147	·	-123
N#C/C(=C\c1cccc(O)c1)C(=O)O	-2	-2	-15	-2	1	-10	-5	-2
O=P1(NCCCn2cc[n+](Cc3nc4ccccc4[nH]3)c2)C=C(c2ccccc2)OC(c2ccccc2)=C1	-6	6	-1	-5	-2	35	5	-5
CCOc1ccc(CN2CCCC(C(=O)c3ccccc3OC)C2)cc1 (stereo not given)	2	2	20	13	-1	-18	-1	3
CC1(C)CN=C(NCc2ccccc2)S1	-5	4	1	-3	7	11	3	0
Cc1ccc(-n2c(O)c(C=NCc3cccnc3)c(=O)[nH]c2=O)cc1C	·	-1	·	2	6	·	0	·
CCN1C(=O)NC(=O)/C(=C/c2cc(C)n(-c3sc(C)c(C)c3C#N)c2C)C1=O	-2	-16	17	-2	4	7	2	-13
CCN(CC)C(=O)c1ccc(NC(=O)c2cccc(C(F)(F)F)c2)cc1	-14	7	·	-10	-5	-8	3	-7
COC1C(O)C(C)OC(OC2C(Oc3cccc4c(O)c5c(=O)oc6ccc(C)c7c(=O)oc(c34)c5c67)OC(C)C(O)C2O)C1O (stereo not given)	2	0	0	18	·	·	-4	69*
COc1cc(Cn2c(N)c(C(=O)NCc3ccco3)c3nc4ccccc4nc32)cc(OC)c1OC	12	·	-4	·	1	2	·	·
Cc1c(N=Nc2c(O)n(C)c(=O)n(C)c2=O)c(=O)n(-c2ccccc2)n1C	9	-3	·	·	·	11	0	4
C[C@]12CCC3C(CC[C@@H]4C[C@H](O)CC[C@]34C)C1CCC2=O (stereo not given in full)	-6	1	·	·	-4	-16	2	2
O=C(c1cccnc1)c1cc2ccccc2[nH]1	-1	·	·	-33	-2	-42	·	·
CCOC(=O)c1c(NC(=O)c2c(N)n(CCCOC)c3nc4ccccc4nc23)sc2c1CCCC2	·	-31	-5	10	-1	·	-4	3
CCCCn1nnnc1C(CC)N1CCC2(CC1)C(=O)NCN2c1ccccc1 (stereo not given)	·	3	-14	23	-1	-7	·	-7
OC(c1cccc(Cl)c1)(c1cccc(Cl)c1)C1CN2CCC1CC2 (stereo not given)	11	-1	-39	19	·	29	8	26
Cc1c(C(c2ccc(Cl)cc2Cl)c2c(O)c3ccccc3oc2=O)c(=O)n(-c2ccccc2)n1C (stereo not given)	-4	7	1	4	1	12	·	5

High-throughput results as filed in PubChem.

Not all compounds are listed (hit frequency here may not be typical).
